L3MBTL1 inh – inhibitors of human L3MBTL1 | Q9Y468 | AlphaScreen L3MBTL1–H3K9me1 peptide binding | Potency, µM (titrated, usually from 57.1 µM), without a hit: at the top dose activity, negative = inhibition, most hits filed as inhibitors | 0.66% of 230,000 active; further: nearly all actives have a fitted effect of over 60% in size
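First, the protein-peptide complex forms for 30 min at room temperature (L3MBTL1 50 nM, biotinylated H3K9me1 peptide 75 nM). Next, compounds are pin-transferred and incubated 30 min. Finally, AlphaScreen beads are added and read after 30 min.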
ALDH1A1 block – inhibitors of human aldehyde dehydrogenase 1A1; P00352; Purified ALDH1A1, NADH fluorescence, propionaldehyde substrate; Potency, µM (titrated, usually from 75.3 µM), without a hit: top-dose activity, negative = inhibition, hits mostly inhibitors; 7.3% of 220,000 active; AID 1030; active means well fitted inhibition curve with a large enough effect, not every such curve was filed as active; inconclusive means small, poorly fitted or top-dose-only effect, or another doubt; inactive means no such curve, though single readings can be large or run the other way;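 further: plate controls were no enzyme wells and a reference inhibitor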
Target sequence (P00352 whole entry, looked up): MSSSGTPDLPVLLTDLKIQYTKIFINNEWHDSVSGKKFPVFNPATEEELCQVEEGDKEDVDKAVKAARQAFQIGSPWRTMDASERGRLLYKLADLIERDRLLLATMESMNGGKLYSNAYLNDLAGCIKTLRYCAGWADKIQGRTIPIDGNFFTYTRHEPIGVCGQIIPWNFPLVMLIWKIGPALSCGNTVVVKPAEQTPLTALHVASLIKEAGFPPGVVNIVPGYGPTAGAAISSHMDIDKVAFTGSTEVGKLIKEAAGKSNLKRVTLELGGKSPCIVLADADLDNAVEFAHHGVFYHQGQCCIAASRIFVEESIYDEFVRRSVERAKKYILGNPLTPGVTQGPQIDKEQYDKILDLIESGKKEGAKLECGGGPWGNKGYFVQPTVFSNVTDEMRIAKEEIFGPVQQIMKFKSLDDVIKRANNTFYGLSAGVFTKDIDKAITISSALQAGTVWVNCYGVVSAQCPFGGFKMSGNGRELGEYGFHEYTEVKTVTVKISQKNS
TRb-SRC2 inh – inhibitors of human thyroid hormone receptor beta-SRC2 interaction; P10828; TRbeta-SRC2 peptide binding, fluorescence polarization; receptor liganded with 1 µM T3; Potency, µM (highest dose often 106 µM), without a hit: at the top dose activity change, negative = inhibition, actives largely listed as inhibitors; 0.065% of 280,000 active;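 further: plate controls were bound peptide for no effect and peptide without receptor for full effect; nearly all actives have a fitted effect of over 50% in size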
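Human TRb ligand-binding domain (0.6 uM) is mixed with 20 nM Texas Red SRC2 peptide and 1 uM T3; after compound addition and 5 hr at ambient temperature, polarization is measured and normalized to unbound and bound controls.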
Tau fibril FP – blocks human tau fibril formation measured by polarization; P10636; K18 P301L tau heparin fibrillization, Alexa594 FP, 6 h; Potency, µM (series often up to 57.7 µM), inactives show at the highest dose activity, negative = inhibition, usual class: inhibitors; 0.39% of 280,000 active; AID 1468; further: nearly all actives have a fitted effect of over 55% in size
Target sequence (P10636 561-689 P618L limits assumed): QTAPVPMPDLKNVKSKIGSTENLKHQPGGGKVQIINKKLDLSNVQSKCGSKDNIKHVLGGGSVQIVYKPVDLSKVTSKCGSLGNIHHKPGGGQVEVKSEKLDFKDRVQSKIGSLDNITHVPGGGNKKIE
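K18 P301L tau (15 uM unlabeled/0.24 uM Alexa 594-labeled, final) + compound + heparin 20 uM final; 100 mM NaOAc pH 7; 6 hr 37 C; ThT 30 uM final added, 1 hr RT; FP ex 555/em 632 nm.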
Tau fibril ThT – tau fibrillization inhibition (ThT binding); P10636; recombinant tau K18 P301L, heparin-induced fibrillization, ThT fluorescence; Potency, µM (doses to about 57.4 µM), without a hit: at the highest dose activity, negative = inhibition, hits mostly inhibitors; 2.1% of 270,000 active; AID 1460; further: nearly all actives have a fitted effect of over 55% in size
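Tau K18 P301L fragment (15 uM unlabeled plus 0.24 uM Alexa 594-labeled) in 100 mM sodium acetate pH 7 with compound, fibrillization induced by 20 uM heparin for 6 hr at 37 C. Thioflavin T (30 uM) added, fluorescence read after 1 hr (ex 450, em 510 nm).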
TR SRC2 fluor cs – counter-screen for TRb-SRC2 inhibitors: fluorescence interference. TRb/SRC2 Texas Red total fluorescence interference. Potency, µM (series often up to 106 µM), without a hit: top-dose fluorescence change, negative = quenching. 0.29% of 280,000 active; active means well fitted curve in either direction with a large enough effect; inconclusive means small, poorly fitted or top-dose-only effect
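Human TRb ligand-binding domain at 0.6 uM with 20 nM Texas Red SRC2 peptide in Tris buffer containing 1 uM T3 and 5% DMSO, incubated with compound 5 h at ambient temperature. Total fluorescence (555/632 nm) calculated as parallel + 2 × perpendicular.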
aGal spleen mod – inhibits or activates alpha-galactosidase in human spleen homogenate. P06280. human spleen homogenate, 4MU-alpha-Gal fluorescence, 40 min. Potency, µM (top dose mostly 80 µM), for the others: top-dose activity change, negative = inhibition, most hits filed as inhibitors. 0.008% of 240,000 active;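 further: 0% = enzyme with vehicle and -100% = no enzyme basal signal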
Target sequence (P06280 32-429 limits assumed): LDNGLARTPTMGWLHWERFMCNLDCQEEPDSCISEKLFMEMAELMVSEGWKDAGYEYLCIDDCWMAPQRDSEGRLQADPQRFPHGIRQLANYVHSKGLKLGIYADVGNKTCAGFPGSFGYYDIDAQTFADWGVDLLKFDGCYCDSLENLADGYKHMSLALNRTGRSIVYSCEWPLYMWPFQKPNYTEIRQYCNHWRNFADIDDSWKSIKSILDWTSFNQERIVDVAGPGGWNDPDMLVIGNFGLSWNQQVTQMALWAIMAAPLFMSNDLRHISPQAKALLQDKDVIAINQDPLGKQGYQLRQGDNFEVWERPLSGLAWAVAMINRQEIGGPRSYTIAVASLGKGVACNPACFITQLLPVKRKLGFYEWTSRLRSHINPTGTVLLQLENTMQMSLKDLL
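qHTS titration in buffer at pH 5.0. Alpha-galactosidase activity in spleen homogenate was measured via 4-methylumbelliferone release from 1 mM fluorogenic substrate after 40 min at 37C and a pH 10 stop. AC50 came from Hill fits of control-normalized data.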
Tau fluor counter – counter-screen for tau fibril formation inhibitors; 0.93% of 280,000 active; Potency, µM (series often up to 57.7 µM), inactives show at the highest dose activity change, negative = decrease; tau K18 P301L (four-repeat tau fragment) Alexa594 fluorescence, heparin fibrillization; further: nearly all actives have a fitted effect of over 55% in size
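Human K18 P301L tau (15 uM unlabeled plus 0.24 uM Alexa 594-labeled, final) in 100 mM sodium acetate pH 7 was mixed with compound and 20 uM heparin and incubated 6 hr at 37 C.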
* marks the source's active call; other numbers are inactive results; ? = inconclusive; . = not tested or not shown; [ ] = remark or other dose. Unless noted, the call rests on the fitted dose curve; in most records, active means well fitted curve in the direction sought with a large enough effect; inconclusive means small, poorly fitted or top-dose-only effect, or another doubt; inactive means no such curve, though single readings can be large; an effect the other way counts as inactive or inconclusive. Unless noted, on the % scale 0 is the no-effect control and ±100 the full control effect; potency means the concentration at half of the fitted maximal effect.

| entry | Structure | Tau fibril ThT | Tau fibril FP | ALDH1A1 block | L3MBTL1 inh | TR SRC2 fluor cs | aGal spleen mod | Tau fluor counter | TRb-SRC2 inh |
| --- | --- | --- | --- | --- | --- | --- | --- | --- | --- |
| 1 | COCC1CCN(Cc2cn[nH]c2-c2ccc(OC)cc2F)C1 (stereo unspecified) | 10% | 8% | -2% | ? | -1% | 3% | 11% | -5% |
| 2 | COc1ccc(CCn2c3c(c(=O)[nH]c2=O)C(NC(=O)c2cccs2)(C(F)(F)F)C(=O)N3)cc1OC (stereo unspecified) | -2% | 3% | 8% | 6% | -2% | -5% | -6% | 1% |
| 3 | Cc1ccc(N(C)S(=O)(=O)c2cccc(C(=O)NC3=NCCS3)c2)cc1 | -3% | -4% | 7% | . | 2% | 3% | -23% | 2% |
| 4 | O=C1NC(=O)C2C1C(c1ccccc1)N1C3C(=O)NC(=O)C3C(c3ccccc3)N21 (stereo unspecified) | 2% | 6% | ? | . | -4% | 6% | -1% | -7% |
| 5 | CCOC(=O)C1CCCN(c2nc3c(S(=O)(=O)c4ccc(CC)cc4)nnn3c3ccc(Cl)cc23)C1 (stereo unspecified) | -6% | -10% | . | . | 2% | . | -16% | -2% |
| 6 | Cc1cccc2c1NC1(CCCC1)CC2C (stereo unspecified) | -9% | -1% | . | -29% | 3% | -10% | -14% | -15% |
| 7 | CCCCOC(=O)c1nnc(-c2ccccc2)o1 | 0% | -4% | . | 1% | -2% | -4% | -5% | 0% |
| 8 | COCCCN1C(=O)c2[nH]nc(-c3ccccc3O)c2C1c1cccc(Cl)c1 (stereo unspecified) | -11% | 11% | -9% | -15% | 0% | -4% | -21% | -1% |
| 9 | Cc1cccc(C(=O)OC(C)CN2CCN(C)CC2)c1 (stereo unspecified) | 2% | ? | 4% | 8% | -2% | 3% | 1% | -1% |
| 10 | COc1ccc(C(=O)Nn2c(C3CCC3)nc3ccccc3c2=O)c(OC)c1 | -6% | -5% | 3% | -3% | -8% | 8% | -6% | -2% |
| 11 | CNS(=O)(=O)c1cn(CC(=O)N2CCN(c3ccccc3OC)CC2)cc1S(=O)(=O)NC | -3% | 3% | . | . | -2% | . | -8% | 5% |
| 12 | COc1ccc(-n2nc(C(=O)N3CCC(C)CC3)c3c4ccccc4n(C)c3c2=O)cc1Cl | 2% | 0% | . | . | 2% | . | -8% | -6% |
| 13 | CCc1nc(SCC(=O)NNC(=O)C2CCCCC2)c2ccccc2n1 | -5% | 3% | 2% | -10% | 0% | 4% | -3% | 4% |
| 14 | CC1CCCC/C1=N\NC(=S)Nc1cccnc1 (stereo unspecified) | ? | -7% | ? | . | -1% | -8% | -13% | 1% |
| 15 | COc1ccccc1CCNC(=O)Nc1cccc([N+](=O)[O-])c1 | -15% | -2% | -2% | 1%[11.4 µM] | -5% | 5% | ? | -3% |
| 16 | COc1ccc(C(C)=O)c(OC(=O)c2ccc(OC)c(OC)c2)c1 | -14% | -10% | -12% | 3% | 3% | 8% | -6% | -5% |
| 17 | O=C(CCN1C(=O)/C(=C\c2cccs2)SC1=S)Nc1ccccn1 | ? | -8% | -3% | ? | 0% | -13% | -27% | 2% |
| 18 | Cc1nn(C)c(C)c1/C=N/NC(=O)CCn1nc(C)c([N+](=O)[O-])c1C | 6% | 3% | -3% | 0% | 1% | -2% | 4% | -4% |
| 19 | Cc1[nH]c(=O)[nH]c(=O)c1S(=O)(=O)NCCc1ccc(S(N)(=O)=O)cc1 | 7% | 4% | 11% | 3% | 0% | -6% | 5% | -2% |
| 20 | CCn1c(N2CCN(C(=S)NCC(C)C)CC2)nc2ccccc21 | -6% | 1% | 9% | -4% | -2% | -1% | -5% | 0% |
| 21 | CCOc1cccc(NC(=O)C2CC(=O)N(C)C(=Nc3ccccc3)S2)c1 (stereo unspecified) | -2% | ? | -12% | -3% | 2% | 9% | -29% | -1% |
| 22 | Nc1c(NCCC2=CCCCC2)c(=O)[nH]c(=O)n1Cc1ccccc1 | ? | -4% | ? | -11% | -5% | 13% | -17% | 4% |
| 23 | Cc1ccc2[nH]c(=O)c(CN(CCCO)S(=O)(=O)c3c(C)ccc4nsnc34)cc2c1 | -6% | 2% | 13µM* | 16% | 1% | 3% | -2% | 2% |
| 24 | O=C(C1CCCN(S(=O)(=O)c2cccs2)C1)N1CCN(c2ccccc2F)CC1 (stereo unspecified) | -16% | -1% | . | . | -2% | . | -23% | 0% |
| 25 | O=C(O)C1CC=CCC1C(=O)Nc1cccc(F)c1 (stereo unspecified) | 2% | 0% | 28µM* | -17% | -6% | 5% | 2% | -8% |
| 26 | COCC(C)NC(=O)c1cc(-c2ccccc2OC)on1 (stereo unspecified) | -16% | -6% | -9% | 6% | 1% | -12% | -13% | 11% |
| 27 | O=C(O)CC(CC(=O)Nc1nncs1)c1ccccc1 (stereo unspecified) | -8% | -8% | 1% | . | -4% | -1% | -7% | 1% |
| 28 | COc1ccccc1NC(=O)C1=C(C)Nc2nc(SCC(=O)c3ccc(C)cc3)nn2C1c1ccc(F)cc1 (stereo unspecified) | 12% | -8% | . | . | 1% | . | 14% | -12% |
| 29 | CCOC(=O)c1ccc(Oc2nc(OC)cc(OC)n2)cc1 | -8% | -14% | -1% | . | 0% | 1% | -12% | 2% |
| 30 | COC(=O)c1cc(Br)c(=O)n(CCc2ccc(O)cc2)c1 | -9% | 7% | -1% | 2% | 0% | -14% | -1% | 3% |
| 31 | CCOC(=O)C1(C)NC(c2ccc(N(C)C)cc2)C2C(=O)N(c3ccc(OC)cc3)C(=O)C21 (stereo unspecified) | 1% | 9% | 3% | 4% | -1% | -13% | -2% | 2% |
| 32 | N=C1C(c2nc(-c3cccc([N+](=O)[O-])c3)cs2)=C(O)CN1NC(=O)c1ccco1 | ? | -6% | -3% | -2% | 0% | 3% | -16% | -1% |
| 33 | COc1ccc(S(=O)(=O)N2CCN(c3ccccn3)CC2)cc1[N+](=O)[O-] | -4% | -8% | . | -11% | -2% | 5% | -15% | -2% |
| 34 | O=C(NC(=S)Nc1cccc(NC(=O)c2ccccc2)c1)c1cccc([N+](=O)[O-])c1 | ? | 2% | ? | -5% | 1% | 4% | ? | -1% |
| 35 | C/C(CC(C)C)=N\NS(=O)(=O)c1ccc(C)c([N+](=O)[O-])c1 | -13% | -9% | . | 7% | -4% | 13% | -22% | 3% |
| 36 | COc1ccccc1N1CCN(C(=O)CN2C(=O)c3ccccc3S2(=O)=O)CC1 | -2% | -3% | . | -4% | -2% | 7% | -3% | -5% |
| 37 | COc1cc2c(-c3ccccc3Cl)nc3c(c(C)nn3-c3ccccc3)c2cc1OC | 4% | ? | . | . | 4% | . | -23% | -6% |
| 38 | COc1ccc(C(=O)N2CCN(C(C)=O)CC2)cc1S(=O)(=O)N1CCOCC1 | 10% | 1% | 16% | -2% | -1% | -2% | 11% | 8% |
| 39 | CCN(CC)CCNC(=O)C1CCCN(c2ncnc3onc(C)c23)C1 (stereo unspecified) | -5% | -5% | . | . | 0% | . | -9% | 7% |
| 40 | FC(F)(F)c1ccc(Nc2nnnc3ccccc23)cc1 | 0% | -11% | 13% | 14% | -5% | 2% | -3% | 3% |
| 41 | CCc1ccc(-n2c(=O)c3cccnc3n2CC(=O)Nc2ccccc2C(F)(F)F)cc1 | -7% | ? | . | . | -2% | . | -21% | 1% |
| 42 | CCc1c(C)sc(NC(=O)OC)c1C(N)=O | -1% | -4% | -1% | -2% | -2% | -18% | -2% | -22% |
| 43 | CCCOc1ccc(C(=O)NC(=S)Nc2nc3ccccc3s2)cc1 | ? | -3% | -7% | -2% | 0% | -2% | -3% | 9% |
| 44 | CC(C)CCNC(=O)C(C)N(Cc1ccc(F)cc1)C(=O)c1ccc(CN2CCCCC2)o1 (stereo unspecified) | -10% | 6% | -4% | -14% | 2% | 3% | 3% | 0% |
| 45 | Cc1ccc(C(=O)c2cc([N+](=O)[O-])ccc2N2CCCCC2)c(C)c1 | -10% | 8% | 7% | 0% | 1% | -6% | -18% | -2% |
| 46 | CCN(CC)C(=O)CSc1ncnc2sccc12 | -3% | 6% | -5% | -1% | 2% | -6% | 2% | 0% |
| 47 | COc1cc2c(=O)n(CCC(=O)NCC3CCCO3)c(=O)n(CC(=O)Nc3ccccc3C)c2cc1OC (stereo unspecified) | -4% | 0% | . | . | 0% | . | -7% | -4% |
| 48 | COc1ccccc1C(c1nnnn1Cc1ccccc1)N1CCC(C(N)=O)CC1 (stereo unspecified) | -10% | 4% | -13% | 8% | 3% | 4% | -2% | -4% |
| 49 | CCN(Cc1cc(=O)n2ccsc2n1)Cc1nc2ccccc2c(=O)[nH]1 | -8% | -4% | ? | 7% | -1% | 7% | -2% | 6% |
| 50 | Cc1ccccc1NC(=O)CCN1CCN(C/C=C/c2ccccc2)CC1 | -4% | 6% | -4% | 8% | 0% | 5% | 3% | 2% |
| 51 | CS(=O)(=O)N1CCN(C(=O)COc2ccccc2)CC1 | -10% | -5% | 13% | 3% | -3% | 7% | -13% | -1% |
| 52 | COc1cc(OC)c(NS(=O)(=O)c2cc(C(=O)OCC(=O)NCC3CCCO3)ccc2OC)cc1Cl (stereo unspecified) | 4% | 0% | ? | 3% | 0% | -1% | -1% | -9% |
| 53 | C[C@@]12CCC3c4ccc(OS(=O)(=O)O)cc4CCC3C1CCC2O (stereo partly specified) | -10% | -3% | 9% | . | -4% | 0% | -5% | -1% |

Assay outcomes as filed in PubChem BioAssay.

Random draw from the library. About 8.5% of those tested had a hit in this group.
